Assay outcomes from PubChem BioAssay.
RPL19A-GFP yeast: yeast TOR pathway RPL19A-GFP modulation. actives 0.3% (n = 330,000). percent response vs DMSO, % at 10 µM. S. cerevisiae RPL19A-GFP strain, flow cytometry, 3 h; hits give low values;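 active = percent response vs DMSO below 50%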;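 also: median channel GFP fluorescence of the barcoded RPL19A-GFP strain; ratio of sample median GFP to plate DMSO average so 100% = DMSO; lower means less RPL19A-GFP as with rapamycin TOR inhibition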
Efflux pump mplx: inhibitors of Candida antifungal efflux pumps expressed in yeast | inhibition, % at 10 µM | actives 0.44% (n = 330,000) | S. cerevisiae Candida pump triplex, Nile Red efflux;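 active = plate passing quality check with inhibition over a set limit, or well fluorescence over plate mean plus 4 SD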;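 also: Nile Red retained in pooled yeast measured as flow cytometry median fluorescence; 0% = buffer negative control and 100% = Enniatin B positive control; higher means more Nile Red kept so more efflux inhibition; some compounds called inactive have numbers as strong as hits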
MEP2-GFP yeast: yeast TOR pathway MEP2-GFP modulation; actives 0.51% (n = 330,000); S. cerevisiae MEP2-GFP strain, flow cytometry GFP, 3 h; 100% = DMSO control level; GFP response vs DMSO, % at 10 µM;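 active = GFP response versus DMSO above a set limit, roughly screen mean plus 3 SD, cut at about 180% in these data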;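 also: median GFP fluorescence of the barcode-gated MEP2-GFP cells per well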
CR mimetic SO: yeast age-related superoxide inhibition as caloric restriction mimetic; S. cerevisiae aged cells, superoxide DHE fluorescence; hits give low values; superoxide response (% of plate mean), % at 10 µM; actives 0.18% (n = 330,000);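 active = superoxide response under a set limit, about three screen SD below normal, cut at about 65% in these data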;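 also: yeast aged for seven days with compound at 30 °C before DHE staining; 100% = average MFI of all compound-treated wells on the plate with controls excluded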
LAP4-GFP MLPCN: alters LAP4-GFP fluorescence in TOR pathway yeast screen; S. cerevisiae LAP4-GFP multiplex, flow cytometry GFP, 3 h; median GFP as percent of DMSO wells; GFP response vs DMSO, % at 10 µM; actives 0.34% (n = 320,000);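 active = GFP response vs DMSO above a set limit, about the screen mean plus 3 SD, cut at about 150% in these data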
CIT2 TOR yeast: yeast TOR pathway CIT2-GFP modulation. S. cerevisiae CIT2-GFP strain, flow cytometry, 3 h; 100 means same as DMSO wells. GFP response vs DMSO, % at 10 µM. AID 2029. actives 0.065% (n = 320,000);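 active = GFP response relative to DMSO above a set limit, near the screen mean plus 3 SD, cut at about 150% in these data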;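 also: ratio of well median GFP fluorescence to mean of DMSO wells on the plate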
AHR activator: human AHR activation | actives 2.5% (n = 320,000) | P35869 | activation, % at 5 µM | AHR-responsive luciferase reporter cells, luminescence; in the data active = activation above about 47%;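 also: 0% = vehicle wells and 100% = reference agonist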
Target sequence (P35869 whole entry, looked up): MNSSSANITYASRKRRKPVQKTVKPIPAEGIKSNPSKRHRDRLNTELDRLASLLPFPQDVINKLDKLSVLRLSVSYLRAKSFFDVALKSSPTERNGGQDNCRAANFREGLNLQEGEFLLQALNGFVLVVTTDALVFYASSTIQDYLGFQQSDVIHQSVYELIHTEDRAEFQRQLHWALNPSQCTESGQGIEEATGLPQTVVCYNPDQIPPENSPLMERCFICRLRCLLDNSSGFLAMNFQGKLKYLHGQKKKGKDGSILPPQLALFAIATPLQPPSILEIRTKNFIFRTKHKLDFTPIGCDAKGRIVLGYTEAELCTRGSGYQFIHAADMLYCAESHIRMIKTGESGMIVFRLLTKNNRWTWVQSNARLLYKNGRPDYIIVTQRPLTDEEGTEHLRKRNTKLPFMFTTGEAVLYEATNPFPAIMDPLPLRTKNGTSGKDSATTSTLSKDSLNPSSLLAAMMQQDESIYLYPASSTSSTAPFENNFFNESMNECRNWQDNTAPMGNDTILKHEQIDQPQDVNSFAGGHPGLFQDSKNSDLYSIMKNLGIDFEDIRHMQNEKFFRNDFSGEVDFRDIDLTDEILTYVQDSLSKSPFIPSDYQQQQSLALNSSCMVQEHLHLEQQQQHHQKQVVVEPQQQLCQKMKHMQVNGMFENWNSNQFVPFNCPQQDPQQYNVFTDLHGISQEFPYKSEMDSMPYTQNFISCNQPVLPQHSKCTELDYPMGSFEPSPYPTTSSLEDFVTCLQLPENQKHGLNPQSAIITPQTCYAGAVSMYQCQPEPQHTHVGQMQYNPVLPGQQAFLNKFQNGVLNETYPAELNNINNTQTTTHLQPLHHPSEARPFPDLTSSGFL
AGP1-GFP MLPCN: alters AGP1-GFP fluorescence in TOR pathway yeast screen; AID 2066; actives 0.02% (n = 320,000); S. cerevisiae AGP1-GFP multiplex flow cytometry, 3 h; GFP as percent of DMSO wells; GFP response vs DMSO, % at 10 µM;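 active = GFP response relative to DMSO above a set limit, near screen average plus 3 SD, cut at about 150% in these data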;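 also: median GFP channel fluorescence of the gated AGP1 strain per well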
* hit, by the source's call; i = inactive; . = not tested or not shown.

no.	structure	CIT2 TOR yeast	RPL19A-GFP yeast	Efflux pump mplx	AHR activator	CR mimetic SO	LAP4-GFP MLPCN	MEP2-GFP yeast	AGP1-GFP MLPCN
1	CCc1ccc(Nc2ncc3c(n2)CC(c2ccco2)CC3=O)cc1 (configuration not stated)	101.0	100.7	0.0	28.8	113.8	96.4	104.0	102.9
2	COc1ccccc1C(=O)N/C(=C/c1ccc2c(c1)OCO2)C(=O)Nc1ccc(C(=O)O)cc1	97.9	102.8	-0.2	-1.4	113.4	99.5	99.0	101.9
3	O=C(Cc1coc2cc3c(cc12)CCC3)OCC(=O)N1CCCC1=O	96.3	97.4	-0.1	-1.5	115.3	99.8	94.2	101.3
4	O=C1CC(SCCc2nc3ccccc3[nH]2)C(=O)N1c1ccc(F)cc1 (configuration not stated)	96.7	101.1	0.2	-1.9	103.9	100.5	96.6	98.0
5	COC(=O)c1ccc(-n2nnnc2SCC(=O)NCc2cccc(C(=O)O)c2)cc1	94.5	93.8	0.0	0.0	137.2	97.8	93.4	104.8
6	NC(=S)NN=C1c2cc(OCCN3CCOCC3)ccc2-c2ccc(OCCN3CCOCC3)cc21	94.5	103.2	-0.1	16.8	101.3	108.8	110.0	93.5
7	FC(F)(F)c1cccc(-c2nc(COc3ccc(Cl)cc3Cl)no2)c1	.	104.2	0.0	-1.0	114.4	.	103.7	.
8	Cc1cc(N2C(=O)C3C4CC(c5ccccc5)C(C4)C3C2=O)no1 (configuration not stated)	98.8	104.2	-0.2	-0.7	99.5	105.9	94.2	100.4
9	Cn1c(=O)c2c(nc(Oc3ccc4ccccc4c3)n2C)n(C)c1=O	88.6	.	0.1	39.8	130.6	100.5	94.0	87.3
10	COc1cccc(NC(=O)c2ccc(Cn3cc([N+](=O)[O-])cn3)o2)c1	102.3	103.9	0.3	39.8	105.7	101.9	105.3	104.0
11	COc1cc(OC)cc(C(=O)NC(C(=O)Nc2ccc3c(c2)OCO3)C(C)C)c1 (configuration not stated)	87.2	95.8	-0.3	6.6	100.9	111.3	95.5	98.7
12	S=C(Nc1ccccc1)Nc1ccc2cn[nH]c2c1	92.1	91.9	0.0	5.9	122.6	114.0	90.3	101.0
13	Fc1ccccc1-c1nnc2n1N=C(c1ccc(OC(F)F)c(OCC3CC3)c1)CS2	99.7	96.9	-0.1	18.1	102.5	105.8	94.1	96.5
14	COc1ccc(NC(C)=[N+](C)CCNS(=O)(=O)c2ccc(Cl)cc2)cc1Cl	135.0	99.1	0.1	-2.6	93.7	107.2	112.0	116.1
15	O=C(C[n+]1ccn(-c2ccccc2)c1)c1ccc([N+](=O)[O-])cc1	102.2	110.0	-0.1	1.2	101.1	97.3	112.1	98.7
16	CCCCCNCc1cccc(Br)c1	102.4	96.0	-0.1	-0.6	109.3	97.8	94.4	98.5
17	C=C(C)c1cccc(C(C)(C)NC(=O)NCc2ccc(OC)cc2)c1	103.9	105.9	-0.5	-0.9	84.6	92.8	109.1	100.6
18	O=C1c2ccncc2C(=O)N1C1CCCCC1	.	110.2	-0.1	0.7	108.3	107.7	100.8	110.7
19	COc1ccc(C(=O)COC(=O)c2nn(C)cc2Cl)cc1	102.7	103.4	-0.1	-1.1	102.0	113.0	100.2	97.6
20	Cc1oc2cc(O)cc(C)c2c(=O)c1-c1cnn(-c2ccccc2)c1	98.2	104.5	0.0	-12.2	108.1	97.3	99.8	104.5
21	COc1ccc(-c2cnc(SCCNC(=O)c3ccc4c(c3)OCO4)[nH]2)cc1	92.8	94.9	0.0	11.3	103.5	100.9	104.0	93.0
22	O=C(CCSc1ccc(F)cc1)Nc1ccc(-n2cnnn2)cc1	99.9	99.4	0.0	1.0	102.6	102.0	108.3	102.1
23	Cc1ccccc1N(CC(=O)NC1CCCC1)C(=O)c1oc(C(C)(C)C)cc1C	100.7	98.6	0.1	2.0	111.1	102.4	103.3	100.2
24	COc1ccc(CNCC(O)(c2ccccc2)c2ccccc2)cc1	102.7	100.4	-0.1	0.4	97.2	89.5	100.2	99.1
25	Cc1ccc2oc(C(=O)N3CCCCCC3)c(C)c2c1	83.1	97.8	-2.6	7.8	90.8	112.9	93.0	101.5
26	CCCCn1c(O)c(N=NC(=O)Cn2c(C(F)(F)F)nc3ccccc32)c2ccccc21	102.6	108.4	0.1	-0.7	111.8	99.0	101.8	102.6
27	Cc1cc(C)n(-c2nc(-c3cccc(Cl)c3)cs2)n1	83.5	92.7	0.1	109.1*	110.1	86.2	88.9	92.7
28	CCCCN1C(=O)c2ccc(C(=O)Nc3c(N)n(CCCC)c(=O)n(C)c3=O)cc2C1=O	97.8	96.2	0.0	-2.9	95.1	99.1	96.6	98.7
29	O=S(=O)(c1ccccc1)N1CCN(c2cccc(Cl)c2)CC1	93.4	99.4	0.1	-3.4	87.1	91.3	95.4	97.4
30	COCCn1c(SCC(=O)N(C)c2ccccc2)nc2c([nH]c3ccccc32)c1=O	85.4	91.4	0.1	26.7	108.6	95.0	89.1	95.3
31	CC(C)CNC(=S)N1CCC(NC(=O)C23CC4CC(CC(C4)C2)C3)CC1	91.9	97.0	-0.1	10.3	95.0	97.3	102.3	97.7
32	N=C(N)SCC1=CCS(=O)(=O)C1	98.4	103.5	0.8*	4.5	100.9	102.2	107.0	100.3
33	CCCn1c(=O)c2[nH]cnc2n(-c2ccc(Cl)cc2)c1=O	106.9	95.4	-0.1	-0.9	i	108.3	92.3	102.7
34	CCN(CC)C1CCN(Cc2c(C(=O)N3CCCCCCC3)nc3ccc(Cl)cn23)C1 (configuration not stated)	109.6	106.0	-0.2	0.7	101.4	100.4	101.4	107.2
35	CCOc1c2ccc(C(=O)NC3CCCc4ccccc43)cc2nn1C (configuration not stated)	97.5	108.2	0.0	5.0	98.6	101.6	99.8	97.0
36	CN(C(=O)CSc1nncc2ccccc12)c1ccccc1	107.7	105.4	-0.1	-1.1	118.5	102.1	110.7	106.7
37	CN(c1ccccc1)S(=O)(=O)c1ccc(C(=O)NCc2ccccn2)cc1	97.9	93.9	-0.1	1.0	i	95.2	98.8	97.0
38	COc1ccc(CNC(=O)c2ccc3ccccc3n2)cc1OC	85.1	104.3	0.0	38.2	72.0	97.6	103.5	94.2
39	Cn1c(SCC(=O)O)nnc1C1CCCCC1	105.2	98.0	-0.1	-0.5	113.2	93.6	106.9	102.5
40	COC(=O)/C=C1\SC(N)=NC1=O	88.0	92.5	-0.1	-1.2	94.1	100.0	91.5	93.0
41	Cc1ccc(NC(=O)Cn2ccc(=O)[nH]c2=O)cc1	92.0	99.5	0.4	7.0	105.6	99.9	100.5	98.4
42	O=C(Cc1ncc(C(F)(F)F)cc1Cl)NCc1ccco1	89.4	97.6	0.2	3.6	73.7	92.3	97.4	88.2
43	COc1ccc(-c2[nH]ncc2CN2CCC(OCc3ccccc3)CC2)c(F)c1	89.0	94.1	0.3	3.6	106.3	94.0	96.2	87.7
44	CC1CCN(C(=O)CSc2nnc3c(n2)[nH]c2ccc(F)cc23)CC1	105.7	104.6	-0.1	-2.4	103.6	100.3	105.0	100.8
45	O=C(COC(=O)Cn1cnc2ccccc21)Nc1ccc2c(c1)OCCO2	103.4	102.6	0.0	0.9	96.6	103.6	102.8	99.5
46	O=C(NCC(=O)N(c1ccc(F)cc1)C(C(=O)NC1CCCC1)c1ccncc1)c1ccco1 (configuration not stated)	98.4	103.0	-0.5	-0.1	102.4	83.9	99.4	98.5
47	Cc1cccc(CN2C(=O)c3ccccc3Sc3ccc(C(=O)NCCN4CCOCC4)cc32)c1	94.6	99.1	0.0	-1.4	83.9	89.5	96.3	97.0
48	COc1ccc(/C=N/NC(=O)c2cc(-c3cccn3C)n[nH]2)cc1OC	102.2	105.2	0.0	45.7	98.7	98.0	106.7	106.4
49	Cc1ccc(-c2nc3ccccc3[nH]2)cn1	104.2	104.8	-0.1	6.8	99.4	92.3	103.9	98.8
50	COc1cc(CN2CCCC(CO)(Cc3ccccc3C)C2)cc2c1OCO2 (configuration not stated)	101.4	102.3	0.2	16.2	85.3	98.4	100.6	99.4

The list goes on:
no.	structure	CIT2 TOR yeast	RPL19A-GFP yeast	Efflux pump mplx	AHR activator	CR mimetic SO	LAP4-GFP MLPCN	MEP2-GFP yeast	AGP1-GFP MLPCN
51	C=CCN(c1nc(C)cc(OC)n1)S(=O)(=O)c1ccc(C)cc1	81.2	93.2	0.5	-1.3	111.4	83.1	91.3	84.5
52	Cc1[nH]nc2c1C(c1ccc(F)cc1)C1=C(CC(C)(C)CC1=O)N2 (configuration not stated)	96.5	102.3	0.1	3.0	106.0	95.6	103.2	102.4
53	CC(=O)Nc1ccc(NC(=O)c2nccnc2C(=O)O)cn1	110.9	103.1	0.2	-0.3	99.5	98.8	121.2	95.1
54	O=C1[C@@H]2CSCN2C(=O)CN1Cc1c(F)cccc1Cl	103.7	104.0	-0.1	-1.3	100.8	98.5	104.9	102.0
55	COc1cccc(OC)c1C(=O)Nc1ccc(N2CCCCC2)cc1	103.2	98.0	-0.3	79.6*	96.9	102.4	103.5	103.6
56	CCOC(=O)CC1CCCCN1C(=O)CCCn1nnnc1CN1CCOCC1 (configuration not stated)	95.6	90.1	0.0	6.0	103.9	93.5	95.7	90.8
57	CCOC(=O)C1=C(c2ccccc2)NC(=O)NC1c1ccsc1 (configuration not stated)	102.5	105.4	0.1	.	103.4	93.5	108.2	98.7
58	O=S(=O)(c1cccc(-c2nnc(SCc3nc4ccccc4s3)o2)c1)N1CCOCC1	89.9	98.3	0.0	19.8	99.6	102.3	106.8	97.1
59	Cc1ccc(NC(=O)CSCC(=O)Nc2cccc3ncccc23)cc1	101.6	101.2	0.0	20.3	90.5	107.3	102.0	105.4
60	CN(c1ccccc1)S(=O)(=O)c1ccc(C(=O)N2CCN(c3ccccc3Cl)CC2)cc1	76.0	93.4	-0.2	-1.3	103.3	108.5	103.6	90.9
61	CC(OC(=O)CCC(=O)c1cccs1)C(=O)Nc1ccccc1[N+](=O)[O-] (configuration not stated)	103.1	98.5	0.1	-0.9	102.4	102.6	103.1	101.3
62	CCOC(=O)c1nn(-c2cccc(C)c2)c2nc(-c3ccccc3)c(C#N)c(=O)n12	98.5	100.5	0.3	11.3	111.1	89.7	103.8	92.1
63	O=C(Nc1ccccc1C(=O)O)c1ccc(NC(=O)C2CCCCC2)cc1	107.7	103.8	0.1	-3.2	101.0	100.2	104.1	102.6
64	Cc1ccc2c(CC(=O)NC3CCS(=O)(=O)C3)coc2c1C (configuration not stated)	98.7	99.9	0.0	4.1	94.7	93.2	106.4	96.9
65	C[C@@]12C(=O)N(CCO)CC(=O)N1[C@H](/C=C/c1ccccc1)[C@@H]1C(=O)N(c3ccccc3)C(=O)[C@@H]12	111.2	100.4	-0.1	-1.6	100.2	129.2	96.7	87.5
66	Cc1ccc2c(c1)C1OCCC1C1N2C(=O)C2C(C(=O)O)C3C=CC21O3 (configuration not stated)	101.7	102.6	0.1	15.6	120.9	104.8	103.8	110.0

Rows were taken by chance; any-hit rate near 3.9%.
